Screening data from PubChem BioAssay.
PDI inh: inhibitors of human PDI, primary screen, biochemical, turbidity, single point, plate reader; PDI insulin aggregation turbidity, A650, 90 min; inhibition, % at 10 µM; Protein disulfide-isomerase (Homo sapiens), P07237; AID 588391, 2011; hit rate 0.052% among 350,000;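 active means mean inhibition across replicates of 30% or more, whatever share of single replicates reach that level; inconclusive means mean inhibition below 30% while every single replicate reaches 30%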;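 further: absorbance from insulin aggregation driven by PDI reduction with DTT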
Target sequence (P07237 whole entry, looked up): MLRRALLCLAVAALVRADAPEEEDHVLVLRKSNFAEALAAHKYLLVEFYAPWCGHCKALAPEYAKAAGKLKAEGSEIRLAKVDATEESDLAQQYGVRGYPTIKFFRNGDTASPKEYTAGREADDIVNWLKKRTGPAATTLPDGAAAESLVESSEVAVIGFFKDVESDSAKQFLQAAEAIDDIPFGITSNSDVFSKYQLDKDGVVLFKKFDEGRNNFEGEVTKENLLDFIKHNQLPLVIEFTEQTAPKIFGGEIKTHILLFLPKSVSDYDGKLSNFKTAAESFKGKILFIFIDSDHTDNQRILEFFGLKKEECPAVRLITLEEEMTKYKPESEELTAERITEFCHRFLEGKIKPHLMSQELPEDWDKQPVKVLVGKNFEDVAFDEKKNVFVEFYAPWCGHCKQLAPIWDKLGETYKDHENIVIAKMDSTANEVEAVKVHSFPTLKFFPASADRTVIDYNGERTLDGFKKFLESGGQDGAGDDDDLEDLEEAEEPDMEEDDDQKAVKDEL
Exocytosis inh: LAMP-1 surface exposure blockers, TALL-104 cells – cell-based, flow cytometry, MLPCN library, primary screen | TALL-104 LAMP-1 surface exposure; cells stimulated with thapsigargin and PMA | inhibition, % at 10 µM | hit rate 0.66% among 360,000 | AID 651702, 2012;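 active means inhibition above about 55%, limit read from the data; inconclusive means no clear call, values can overlap the other calls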
m5-HT2A agonist: mouse Htr2a agonists via beta-arrestin recruitment, primary screen, cell-based, luminescence; CHO-K1 mHTR2A beta-arrestin complementation; percent of 30 µM serotonin response; activation, % at 7.6 µM; hit rate 0.66% among 360,000; AID 624169, 2012; 5-hydroxytryptamine receptor 2A (Mus musculus), P35363;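 active means activation above a run cutoff, the mean activation of all tested compounds plus 3 SD, cut at about 14% in these data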;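 further: 0% = plate median of compound wells and 100% = 30 µM serotonin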
Target sequence (P35363 whole entry, looked up): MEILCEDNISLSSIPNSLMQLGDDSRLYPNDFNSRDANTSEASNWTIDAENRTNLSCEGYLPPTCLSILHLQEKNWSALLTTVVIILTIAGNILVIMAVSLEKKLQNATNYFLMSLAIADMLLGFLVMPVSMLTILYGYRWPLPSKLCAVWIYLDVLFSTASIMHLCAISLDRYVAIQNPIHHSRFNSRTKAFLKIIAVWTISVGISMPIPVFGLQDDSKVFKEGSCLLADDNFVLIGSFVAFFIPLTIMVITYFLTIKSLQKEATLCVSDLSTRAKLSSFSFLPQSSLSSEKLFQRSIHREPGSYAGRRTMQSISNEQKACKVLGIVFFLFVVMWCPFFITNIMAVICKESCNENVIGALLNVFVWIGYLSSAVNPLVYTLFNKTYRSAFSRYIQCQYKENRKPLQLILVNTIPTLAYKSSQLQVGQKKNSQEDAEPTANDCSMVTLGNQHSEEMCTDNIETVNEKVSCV
iPSC survival up: enhancers of single-cell hiPSC survival, primary screen, ATPlite luminescence; 100% = ROCK inhibitor wells, 0% = DMSO; survival enhancement, % at 20 µM; hit rate 0.044% among 360,000; AID 602274, 2012; in the data active means survival enhancement above about 18%;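 further: cells exposed to compounds for 16 hours before the ATP read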
Glyco luc inh: increase of ERlucT glycosylation luciferase signal, primary screen, N-linked glycosylation inhibitor project, D54 ERlucT cells, luminescence, set 2. reporter increase, % at 12.5 µM. hit rate 0.23% among 360,000. D54 ERlucT glycosylation luciferase reporter, 24 h; percent of 100 nM tunicamycin response. AID 588692, 2011;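 active means mean luciferase reporter signal, scaled so untreated is 0 and the glycosylation-blocking control 100, at or above a set limit in every replicate; inconclusive means mean reaches the limit but not every replicate does; inactive means mean below the limit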;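 further: luciferase carries N-glycosylation sites so blocking glycosylation raises the light; 0% = median of neutral control wells and 100% = median of 100 nM tunicamycin wells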
Vif imaging: HIV Vif self-association inhibitors, primary screen, imaging, HEK293T, single point; HEK293T cells, Vif self-association by quenched fluorescence, 24 h; inhibition, % at 7.49 µM; hit rate 0.35% among 340,000; AID 602346, 2012; in the data active means inhibition above about 50%, passing the limit was not always enough; inconclusive means no clear call, values can overlap the other calls; inactive means below about 31%; further: some results filed as inactive read as strong as hits
CaV13 ICDI inh: Disruptors of the CACNA1D IQ motif to Ca2+-dependent inactivation inhibitor domain association, primary screening, Förster resonance energy transfer in intact living …. hit rate 0.098% among 340,000. AID 743397. HEK cells, CFP/YFP FRET ICDI-IQ, plate reader, 10 min; percent FRET-ratio fall versus neutral wells. inhibition, % at 12.3 µM;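 active means mean replicate inhibition of at least 30% and at least 1% of replicates passing that level; inconclusive means only one of the two criteria is met; inactive means neither criterion is met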;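 further: 0% = median of the neutral control wells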
ABCB6 inh 2: ABCB6 transporter inhibitors, primary screen, K562-ABCB6 cells, flow cytometry, MLPCN library | fluorescence ratio to DMSO, % at 10 µM | K562-ABCB6 porphyrin accumulation, 1 h; stronger effect = lower value | hit rate 0.19% among 360,000;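 active means fluorescence ratio to DMSO below 75%, the collection mean minus 3 SD; inconclusive means too few cells collected in the well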;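 further: signal is porphyrin accumulated inside mitochondria; 100% equals median channel fluorescence of DMSO control wells; lower ratio means ABCB6 inhibition with less porphyrin fluorescence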
Cardio protect: cardioprotection against H2O2-induced cell death, primary screen, uHTS, H9c2 cells, ATPLite luminescence; protection from H2O2 cell death, % at 20 µM; AID 588492, 2011; H9c2 cardiomyocytes, H2O2 injury protection, 2 h; hit rate 0.63% among 360,000;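 active means compounds giving at least 50% protection of heart cells from peroxide-induced death in the single-dose screen, raw or plate-pattern-corrected value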;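 further: 0% = DMSO wells with peroxide and 100% = DMSO wells without peroxide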
aDG glyco act: activators of alpha-DG glycosylation, primary screen, uHTS, Pro5-aDG cells, AlphaScreen. alpha-DG glycosylation AlphaScreen (IIH6); 0% Pro5, 100% B10-LARGE cell signal. activation, % at 10 µM. hit rate 0.22% among 360,000. AID 624168, 2012;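 active means activation of at least 8% versus controls, or a plate z-score of at least 8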;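 further: Pro5 are CHO cells carrying HIG-tagged alpha-DG that lacks glycosylation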
Numbers without * were called inactive; ? = inconclusive; · = not tested or not shown.

entry	Structure	PDI inh	Exocytosis inh	m5-HT2A agonist	iPSC survival up	Glyco luc inh	Vif imaging	CaV13 ICDI inh	ABCB6 inh 2	Cardio protect	aDG glyco act
1	COc1ccc(Cc2nnc(NC(=O)C3CCCO3)s2)cc1OC (stereo not given)	12	3	7	4.4	-1	2	·	101	7	-0.1
2	O=C(O)c1cccc(N/N=C/c2cn(-c3ccccc3)nc2-c2cccs2)c1	-3	-1	3	-0.5	-7	-4	-18	98	-15	-0.3
3	CC(=O)c1ccc(N2CCN(CC(=O)Nc3ccccc3C(=O)NC3CC3)CC2)c(F)c1	-3	-2	-1	0.1	1	19	-6	88	-2	0.0
4	CCN(CC)C(=O)Oc1ccc(NC(C)=O)cc1	3	-3	1	0.5	2	-17	-4	99	-2	-0.2
5	CCOC(=O)C(C(=O)NCc1cccc(OC)c1)c1ncc(C(F)(F)F)cc1Cl (stereo not given)	0	-3	2	0.8	-2	-4	0	101	-10	0.4
6	Nc1ncnc(NCc2ccccc2)c1[N+](=O)[O-]	28	-2	2	-1.1	-9	?	-1	101	21	0.6
7	COC(=O)c1nnn(-c2ccc(F)c(Cl)c2)c1C(=O)OC	-8	-2	3	1.1	1	0	-5	101	1	0.1
8	CCCc1nnc(NC(=O)CN2C(=O)C3C4C=CC(C4)C3C2=O)s1 (stereo not given)	-2	-1	6	-1.0	0	15	-5	96	15	-0.3
9	COc1cc(/C=C2\SC(=O)N(CCNC(=O)c3cnc(C)cn3)C2=O)cc(OC)c1OC	2	-1	-4	-0.5	3	8	-5	86	5	0.3
10	O=C(NCc1ccc(F)cc1)c1cc(C2CCCCN2C(=O)c2ccccn2)on1 (stereo not given)	-12	-3	-4	-3.7	0	-7	-10	107	2	0.2
11	CCc1nc(Nc2ccccc2F)c2oc3ccccc3c2n1	-26	12	-9	-0.4	2	-5	-17	91	-5	0.3
12	O=C(COC(=O)c1cccc([N+](=O)[O-])c1)NCC1CCCO1 (stereo not given)	11	-3	-1	-1.4	2	2	-5	112	7	0.4
13	CCn1nc(C(=O)OCC(=O)NCCN2C(=O)CSC2=O)c2ccccc2c1=O	-2	-2	6	-1.8	3	5	-4	78	6	-0.1
14	NS(=O)(=O)c1ccc(NS(=O)(=O)c2ccc(C3CNC(=O)C3)cc2)cc1 (stereo not given)	-12	-10	1	-0.3	4	7	-3	98	2	-0.1
15	CC(C)n1c(=O)[nH]c(=O)n1C(C)C	-3	0	0	-0.7	-1	0	-6	96	0	0.3
16	O=C(CSc1nnc(COc2ccc(Cl)cc2Cl)o1)Nc1ccccn1	6	-1	7	-0.3	1	-1	-6	103	4	-0.3
17	O=[N+]([O-])c1ccc(S(=O)(=O)Nc2ccccn2)cc1	0	2	1	-0.6	5	2	-6	95	-5	0.0
18	O=C(Cc1ccccc1)Nc1ccc(N2CCOCC2)cc1N1CCOCC1	-1	1	1	-3.4	-1	0	-3	88	4	0.0
19	COC(=O)c1cc(NC(=O)C2CC=CCC2C(=O)O)cc(C(=O)OC)c1 (stereo not given)	13	-1	2	-0.3	0	3	-4	100	0	-0.2
20	CC(=O)Nc1nc(C)c(-c2csc(Nc3ccc(S(N)(=O)=O)cc3)n2)s1	-6	-4	3	-0.1	-1	0	-5	89	5	-0.1

As entered above:
Glyco luc inh result of cpd 2 reads -7
m5-HT2A agonist result of cpd 11 reads -9

More structures:
entry	Structure	PDI inh	Exocytosis inh	m5-HT2A agonist	iPSC survival up	Glyco luc inh	Vif imaging	CaV13 ICDI inh	ABCB6 inh 2	Cardio protect	aDG glyco act
21	O=C(Nc1nc(-c2ccc(F)cc2)cs1)C1CCCO1 (stereo not given)	-3	-5	1	1.1	0	2	-2	102	-5	0.2
22	Cc1ccc(C(=O)OCC(=O)NC2CCCC2)cc1C	-53	0	0	-0.6	2	-1	-4	94	0	0.0
23	Cc1ccc(Nc2nnc(SCC(=O)c3ccc(O)cc3O)s2)cc1	1	14	-6	-0.2	1	-8	-3	95	0	-0.1
24	CC1(c2ccccc2)CC(C)(C)N(C(=O)C2CCCO2)c2ccccc21 (stereo not given)	-2	1	-2	-0.4	-9	·	-7	91	4	0.0
25	COc1ccc(N2CCN(C(=O)COC(=O)c3ccc(-n4nc(C)cc4C)cc3)CC2)cc1	-5	-4	-9	1.2	0	0	-17	96	-3	-0.1
26	O=C1CC(N2CCN(c3ccccc3F)CC2)C(=O)N1c1ccc2c(c1)OCCO2 (stereo not given)	0	0	-3	-4.3	2	0	-4	102	-6	-0.2
27	CCCN1Cc2cccc(C(=O)NC(CC(=O)OCC)c3ccc(OCC)c(OC)c3)c2C1=O (stereo not given)	9	0	-1	-0.8	-1	0	-6	93	3	0.3
28	Cc1cc(C)n(CC(=O)NNC(=O)CC(C)c2ccccc2)n1 (stereo not given)	-6	-3	12	0.4	-1	-2	-2	98	-6	-0.2
29	COc1ccc(Cl)cc1C(=O)NNC(=O)c1[nH]c(C)c(C(C)=O)c1C	3	-7	0	1.0	2	-6	-7	89	17	0.0
30	O=C(COC(=O)c1ccc(OC(F)F)cc1)NCC1CCCO1 (stereo not given)	3	-6	6	2.0	1	·	-5	92	-2	-0.1
31	Cc1ccc(N2CCN(C(=O)N3CCOCC3)CC2)cc1C	-11	-1	1	0.8	0	-14	8	99	-2	-0.5
32	O=C(Nc1nnc([C@H]2C[C@H](O)[C@@H](CO)O2)s1)c1ccc(Oc2ccccc2)cc1	-2	0	3	2.6	0	-7	-13	100	-1	-0.3
33	CC(CC(=O)Nc1ccccc1C(F)(F)F)c1ccccc1 (stereo not given)	-2	-8	1	0.6	-1	-1	-3	104	-4	-0.1
34	Cc1cc(C)c2c(n1)sc1c(O)cc(=O)[nH]c12	-12	1	1	-2.1	1	5	-3	102	-5	0.1
35	Cc1ccc(C(=O)CN(C(=O)c2ccc(Cl)c(Cl)c2)N2C(=O)C3CCCCC3C2=O)cc1 (stereo not given)	1	-1	3	-1.8	2	-7	-4	102	-1	-0.2
36	NC(N)=NC1=NC(=O)/C(=C/c2ccccc2-n2cccn2)S1	-2	0	6	-0.2	-1	-1	-7	98	2	-0.3
37	CCOCCCNC(=O)c1cc(Nc2ccc(OC)cc2OC)nc2ccccc12	3	1	3	-0.7	2	-2	-22	97	7	0.1
38	COc1cccc(-c2nc(CN3CCN(C(=O)c4ccco4)CC3)c(C)o2)c1OC	-1	7	15*	0.5	2	25	-5	95	4	0.1
39	Cc1cc(O)cc(=O)n1CCc1ccccc1	-9	2	0	-0.9	3	-2	-4	98	-1	-0.2
40	Cc1ccc(NC(=O)Cn2nc(C)c([N+](=O)[O-])c2C)cc1C	4	-1	2	0.6	6	-1	-7	96	-10	0.1

Two compounds picked at random from the list so far:
entry	Structure	PDI inh	Exocytosis inh	m5-HT2A agonist	iPSC survival up	Glyco luc inh	Vif imaging	CaV13 ICDI inh	ABCB6 inh 2	Cardio protect	aDG glyco act
37	CCOCCCNC(=O)c1cc(Nc2ccc(OC)cc2OC)nc2ccccc12	3	1	3	-0.7	2	-2	-22	97	7	0.1
30	O=C(COC(=O)c1ccc(OC(F)F)cc1)NCC1CCCO1 (stereo not given)	3	-6	6	2.0	1	·	-5	92	-2	-0.1

Next part:
entry	Structure	PDI inh	Exocytosis inh	m5-HT2A agonist	iPSC survival up	Glyco luc inh	Vif imaging	CaV13 ICDI inh	ABCB6 inh 2	Cardio protect	aDG glyco act
41	CC(C)NC(=O)COC(=O)c1ccccc1Oc1ccccc1	6	0	0	0.6	0	·	0	91	4	0.4
42	CCOC(=O)c1sc(/N=C/C2=C(O)CC(C)(C)CC2=O)c(C(=O)OCC)c1C	-2	4	2	0.6	-2	-3	2	99	-14	0.6
43	O=C(NC1CCCCC1)C(c1cccnc1)N(C(=O)CCl)c1cccc(Cl)c1 (stereo not given)	4	-3	1	-1.8	16	4	-6	101	-8	-0.7
44	CCOC(=O)C1CCN(Cc2cc(C(C)C)c(O)c(C(C)C)c2)CC1	-2	0	-2	-3.4	-2	4	-4	99	-16	6.4*
45	CC(NC(=O)NC(=O)c1ccc(Cl)cc1)c1ccccc1 (stereo not given)	-1	-6	7	-0.3	-2	·	-5	92	-11	-0.2
46	CC1CC(=O)c2cnc(Nc3cccc(C(F)(F)F)c3)nc2C1 (stereo not given)	2	-11	2	3.0	4	14	-1	96	6	-0.1
47	COc1cc(C(=O)OCC(=O)NC2CCCCC2)cc(OC)c1OC	-4	3	2	-3.1	2	1	-5	105	-2	-0.1
48	CSc1ccccc1OCc1cc(C(=O)N(C)C(C)c2nc(C)cs2)no1 (stereo not given)	-4	0	-1	-0.3	2	-5	-5	94	-2	0.2
49	Cc1nc2ccccc2nc1SCC(=O)c1ccccc1	-4	-2	-3	0.2	-5	-11	-5	91	-15	1.4
50	Cc1c[n+]([O-])n(-c2ccc(C(=O)O)cc2)n1	-8	-1	-2	2.4	2	3	-3	99	11	-0.2
51	Cc1ccccc1-c1cnc2c(c1)C(=O)N([C@@H](C)CO)C[C@@H](C)[C@H](CN(C)Cc1ccccc1F)O2	1	-2	-2	6.3	-3	·	-9	100	2	0.3
52	NS(=O)(=O)c1ccc(CCNC(=O)CSc2nc3ccsc3c(=O)n2CC(=O)O)cc1	1	-3	1	-0.7	1	0	-2	102	4	-0.4
53	COc1cccc(C(=O)Cn2c(N3CCCCC3)nc3c2c(=O)n(C)c(=O)n3C)c1	-2	2	-2	-1.1	-1	6	-10	99	16	0.1
54	CC(=O)N1CCc2c(sc(NC(=O)Cc3ccc(C)cc3C)c2C#N)C1	0	-15	12	-0.4	5	-1	-7	100	-2	-0.1
